TRPC6 inh = blocks the mouse TRPC6 cation channel; Q61143; HEK293-TRPC6, membrane potential dye, ACh-evoked depolarization; hits give low values; B-score at 10 µM; 310,000 tested, 1.1% active;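 active = B-score under library mean minus 3 SD, initial fluorescence not abnormally high, positive integrated signal ratio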;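 also: B-score derived from integrated fluorescence ratio over the kinetic read; more negative B-score means stronger inhibition of depolarization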
KLF5 inh = kruppel-like factor 5 inhibition. DLD-1 KLF5 promoter-luciferase reporter, luminescence. 290,000 tested, 0.23% active. AID 1700. inhibition, % at 5 µM;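 active = inhibition above a per-plate limit of that plate's mean compound inhibition plus 3 SD, cut at about 60% in these data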;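 also: 0% = DMSO wells and 100% = LY294002 at 200 µM; higher means less KLF5 promoter-driven luciferase light; inactives centre near -14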
aSyn UTR inh = 5' untranslated region of α-synuclein, MLPCN primary screen; 300,000 tested, 0.82% active; AID 1813; inhibition, % (tested at 7.5 µM); alpha-synuclein 5'UTR reporter, inhibitor activity; in the data active = inhibition above about 60%; inconclusive = no clear call, values can overlap the other calls;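 also: H4 neuroglioblastoma cells stably carrying SNCA 5'UTR luciferase fusion; 0% = DMSO wells and 100% = positive control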
SKKanGAS inh = blocks kanamycin growth of S. pyogenes SKKanGAS strain; inhibition, % at 7.5 µM; 300,000 tested, 1.3% active; BacTiter-Glo, 6 h;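 active = mean replicate score, as percent of positive control median, at least 50; inconclusive = mean below 50 but one replicate at or above 50; inactive = mean and every replicate below 50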;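 also: strain carries kanamycin resistance gene driven by streptokinase promoter and grows in 40 µg/ml kanamycin; loss of luminescence reflects streptokinase promoter inhibition or plain growth inhibition; 0% = median of DMSO wells and 100% = positive control at its reference dose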
MrgX1 antagonist = antagonists of human MrgX1 receptor; Q96LB2; MRGX1-HEK293 calcium flux, Fluo-4, BAM8-22 antagonism; hits give low values; B-score at 10 µM; 310,000 tested, 1.3% active; AID 588676;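 active = calcium-response B-score plate-corrected more than 3 library SD below zero, starting fluorescence within 5 deviations, no agonist response on first addition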;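 also: peak minus trough fluorescence over baseline after final BAM8-22 challenge near maximal dose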
Target sequence (Q96LB2 whole entry, looked up): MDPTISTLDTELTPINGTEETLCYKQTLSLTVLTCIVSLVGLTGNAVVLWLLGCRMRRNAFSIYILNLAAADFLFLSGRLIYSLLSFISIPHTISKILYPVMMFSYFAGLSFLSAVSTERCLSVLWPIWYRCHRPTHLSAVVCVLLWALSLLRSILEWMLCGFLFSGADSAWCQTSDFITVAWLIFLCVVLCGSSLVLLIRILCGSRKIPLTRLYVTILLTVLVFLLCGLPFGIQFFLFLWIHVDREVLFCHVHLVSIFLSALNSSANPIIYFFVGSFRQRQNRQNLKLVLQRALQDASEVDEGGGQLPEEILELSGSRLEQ
TRPC4 agonist = activators of mouse TRPC4 channel; Q9QUQ5; HEK293 TRPC4beta/mu-opioid, Fluo4 calcium fluorescence; hits give high values; B-score at 10 µM; 310,000 tested, 0.49% active; AID 2237;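 active = B-score above 5 SD of library B-scores, and initial fluorescence ratio not above library mean plus 5 SD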;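 also: positive B-score marks a calcium rise read as TRPC4 activation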
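Material: HEK293 stable line with TRPC4beta plus mu-opioid receptor; technique: Fluo4 calcium-sensitive dye fluorescence, kinetic, 1 Hz baseline; timing: Fluo4 dye loading 45 min at room temperature, 110 s recording; controls: assay buffer as low control, maximal DAMGO as high control; read-out: integrated baseline-normalised fluorescence ratio, converted to per-well B score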
TRPC4 inh = blocks the mouse TRPC4 cation channel | B-score at 10 µM | 300,000 tested, 0.39% active | AID 2247 | HEK293 TRPC4beta/mu-opioid, DAMGO-evoked Fluo4 calcium flux; hits give low values | Q9QUQ5;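 active = B-score over 3 SD under the library average, no early fluorescence shift, positive overall ratio signal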
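System: stable TRPC4beta/mu-opioid receptor HEK293 cells; Dosing: single-point compound dosing; Measured by: Fluo4 Ca2+ flux fluorescence; Read-out basis: per-well B score of integrated baseline-normalized Fluo4 ratio.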
HIF activator = HIF pathway transcriptional activation | U2OS HRE-luciferase reporter, luminescence; normalized: DMSO 0%, desferrioxamine 100% | activation, % at 7.5 µM (by protocol) | AID 1910 | 300,000 tested, 0.32% active;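 active = mean activation of at least 10% of the iron chelator positive control signal, with at least half of replicates also reaching 10%; inconclusive = mean and replicate majority disagree about reaching 10%; inactive = mean and most replicates under 10%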
IEC-6 tox = kills IEC-6 intestinal cells in KLF5 counter-screen. AID 1825. 290,000 tested, 0.78% active. inhibition, % at 5 µM. IEC-6 cytotoxicity, luminescence viability; in the data active = inhibition above about 22%;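 also: 0% = plate median of test compound wells and 100% = cytotoxic reference compound wells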
TRPC6 activator = activators of mouse TRPC6 channel; Q61143; HEK293-TRPC6 membrane potential dye fluorescence; hits give high values; B-score at 10 µM; 310,000 tested, 0.13% active;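 active = B-score of the integrated fluorescence ratio above library mean plus 3 SD, and starting fluorescence ratio within library mean plus 5 SD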;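 also: higher score means more depolarization so channel activation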
TRPC4 PAM = allosterically enhances the mouse TRPC4 cation channel | HEK293 TRPC4beta/mu-opioid, DAMGO EC20, Fluo-4 Ca2+ flux; hits give high values | B-score at 10 µM | 310,000 tested, 0.42% active | AID 2227;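 active = B-score of calcium response area above 5 SD of library B-scores, with initial fluorescence ratio within 5 SD of library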;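 also: B-score of integrated fluorescence ratio over time as area under calcium response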
* hit, by the source's call; i = inactive; ? = inconclusive; . = no result given; & = joins results of further samples. An unsorted share of the library. Share with any hit: about 5.8%.

SMILES | TRPC6 inh | KLF5 inh | aSyn UTR inh | SKKanGAS inh | MrgX1 antagonist | TRPC4 agonist | TRPC4 inh | HIF activator | IEC-6 tox | TRPC6 activator | TRPC4 PAM
COc1ccc(S(=O)(=O)N2CCCC2CNC(=O)C(=O)Nc2cccc(F)c2)cc1 (stereo unspecified) | i | . | -15 | -6 | i | i | i | -0.2 | . | i | i
CC(C)c1ccc(NC(=O)C(c2ccccc2)N2CCC3(CC2)OCCO3)cc1 (stereo unspecified) | i | -25 | 33 | -1 | i | i | i | 0.1 | -6 | i | i
O=C(C1CC1)N1CCC(Oc2cccc(C(=O)N3CCCCC3CCO)c2)CC1 (stereo unspecified) | i | -8 | -4 | -4 | i | i | i | 0.1 | 2 | i | i
Cc1ccc(NC(=O)CCn2cnc3ccccc3c2=O)cc1Cl | i | 0 | 10 | -3 | i | i | i | 0.0 | 2 | i | i
O=C(O)c1ccccc1SCC(=O)N1CCc2ccccc21 | i | -19 | -11 | 3 | i | i | i | 1.3 | 7 | i | i
Cc1cccc(NC(=O)CN2C(=O)COc3ccc(Cl)cc32)c1 | i | . | 11 | 4 | i | i | i | -0.5 | . | i | i
O=C1N=C(N2CCC(Cc3ccccc3)CC2)S/C1=C/c1cn[nH]c1-c1ccccc1 | i | 8 | 3 | 40 | i | i | i | -0.1 | 0 | i | i
CN(C)CCCN(CCCN(C)C)C(=S)Nc1ccc(S(=O)(=O)N2CCOCC2)cc1 | i | -25 | -22 | -3 | i | i | i | 0.1 | 7 | i | i
CC(=O)Nc1ccc(S(=O)(=O)N(C)S(=O)(=O)c2ccc(F)cc2)cc1 | i | -4 | 5 | -5 | i | i | i | -0.3 | -3 | i | i
CCOc1ccccc1OCCOc1cccc(C(F)(F)F)c1 | i | -2 | -16 | 23 | i | i | i | -0.3 | -1 | i | i
CSCCC(NC(=O)c1ccc([N+](=O)[O-])cc1Cl)C(=O)OCC(=O)N(C)C (stereo unspecified) | i | -10 | -25 | -2 | i | i | i | 0.2 | 2 | i | i
COc1ccc(C(CNC(=O)c2cccc(S(=O)(=O)Nc3ccccc3Cl)c2)N2CCOCC2)cc1 (stereo unspecified) | i | . | -3 | 68* | i | i | i | -0.1 | . | i | i
Cc1[nH]c2ccccc2c1C(=O)COC(=O)Cn1c(C(F)(F)F)nc2ccccc21 | i | -31 | -33 | -20 | i | i | i | 0.0 | 2 | i | i
CC1CCCCC1NC(=O)CCN1C(=O)C2C3C=CC(C3)C2C1=O (stereo unspecified) | i | -35 | 2 | 3 | i | i | i | 0.2 | 3 | i | i
C/C(=N\Nc1nc(-c2ccc(C)cc2C)cs1)c1cc2ccccc2oc1=O | i | -29 | -72 | 4 | i | i | i | -0.2 | 1 | i | i
CC(NC(=O)Nc1ccccc1)C(c1ccccc1)N1CCOCC1 (stereo unspecified) | i | 4 | 1 | -3 | i | i | i | 0.1 | -2 | i | i
NC1=NN=C(N2N=C(c3ccccc3)CC2(O)C(F)(F)F)n2ncnc2C1 (stereo unspecified) | i | -28 | -20 | 0 | i | i | i | -0.3 | 0 | i | i
Cc1c(C(=O)N2CCN(CCc3ccccn3)CC2)oc2ccc(Cl)cc12 | i | -18 | -2 | -1 | i | i | i | -0.1 | 4 | i | i
O=C(NCc1ccccn1)C1CCN(S(=O)(=O)N2CCCC2)CC1 | i | -13 | 33 | 0 | i | i | i | -0.1 | 3 | i | i
CCn1c(SCc2ccccc2)nc2ccccc2c1=O | i | . | 14 | -1 | i | i | i | 0.1 | . | i | i
COc1ccc(-n2nc(C(=O)NCC(=O)Nc3cccc(Cl)c3)c3ccccc3c2=O)cc1 | i | -8 | 36 | 11 | i | i | i | -23 | -3 | i | i
CCC(NC(=O)c1ccccc1NC(=O)c1ccco1)C(=O)NNC(=O)c1ccc(OC)cc1 (stereo unspecified) | i | -4 | 10 | -4 | i | i | i | -0.3 | 0 | i | i
O=C(COC(=O)c1cc(-c2ccccc2Cl)nc2ccccc12)Nc1ncc(C(F)(F)F)cc1Cl | i | 16 | 40 | 4 | i | i | i | -0.3 | -2 | i | i
CN(c1cccc(NC(=O)c2ccccc2N(Cc2ccccc2)S(C)(=O)=O)c1)S(C)(=O)=O | i | -9 | -2 | -4 | i | i | i | -0.9 | -5 | i | i
Cc1ccc(S(=O)(=O)N2CCCCC2)cc1NS(=O)(=O)c1cccc(C(=O)O)c1 | i | -12 | -2 | 7 | i | i | i | -1.1 | -3 | i | i

The final 6 records of the section above are carried over, then new ones follow.
SMILES | TRPC6 inh | KLF5 inh | aSyn UTR inh | SKKanGAS inh | MrgX1 antagonist | TRPC4 agonist | TRPC4 inh | HIF activator | IEC-6 tox | TRPC6 activator | TRPC4 PAM
CCn1c(SCc2ccccc2)nc2ccccc2c1=O | i | . | 14 | -1 | i | i | i | 0.1 | . | i | i
COc1ccc(-n2nc(C(=O)NCC(=O)Nc3cccc(Cl)c3)c3ccccc3c2=O)cc1 | i | -8 | 36 | 11 | i | i | i | -23 | -3 | i | i
CCC(NC(=O)c1ccccc1NC(=O)c1ccco1)C(=O)NNC(=O)c1ccc(OC)cc1 (stereo unspecified) | i | -4 | 10 | -4 | i | i | i | -0.3 | 0 | i | i
O=C(COC(=O)c1cc(-c2ccccc2Cl)nc2ccccc12)Nc1ncc(C(F)(F)F)cc1Cl | i | 16 | 40 | 4 | i | i | i | -0.3 | -2 | i | i
CN(c1cccc(NC(=O)c2ccccc2N(Cc2ccccc2)S(C)(=O)=O)c1)S(C)(=O)=O | i | -9 | -2 | -4 | i | i | i | -0.9 | -5 | i | i
Cc1ccc(S(=O)(=O)N2CCCCC2)cc1NS(=O)(=O)c1cccc(C(=O)O)c1 | i | -12 | -2 | 7 | i | i | i | -1.1 | -3 | i | i
Cc1ccnc(N2CCC(C(=O)Nc3nnc(C)s3)CC2)n1 | i | 0 | 21 | -4 | i | i | i | -0.7 | 7 | i | i
Cn1c(SCc2cccc(F)c2)nnc1-c1cnccn1 | i | -20 | -98 | 0 | i | i | i | 1.6 | 13 | i | i
CCSc1ccccc1C(=O)Nc1cccnc1 | i | 6 | 1 | -1 | i | i | i | 0.3 | 7 | i | i
N#Cc1ccccc1CSc1nc(O)cc(=O)[nH]1 | i | -8 | -5 | 3 | i | i | i | -6.8 | 0 | i | i
Cc1csc(NC(=O)CCCc2cccs2)n1 | i | -66 | -77 | 10 | i | i | i | 2.5 | -1 | i | i
CCCNS(=O)(=O)c1ccc(CCC(=O)N2CCC(C)CC2)cc1 | i | 0 | 9 | 0 | i | i | i | 1.1 | 9 | i | i
CCOC(=O)c1c(C)oc2ccc(NS(=O)(=O)c3ccc4c5c(cccc35)C(=O)N4)cc12 | i | -19 | 6 | 24 | i | i | i | -0.2 | -2 | i | i
CCCn1nnc(NC(=S)NC(=O)/C=C/c2ccc(Cl)cc2)n1 | i | -10 | 2 | 4 | i | i | i | -0.9 | -4 | i | i
CC(=O)NC(=S)Nc1ccc(NC(=S)NC(=O)c2ccc([N+](=O)[O-])cc2)cc1 | i | -3 | 6 | 60* | i | i | i | -0.4 | -1 | i | i
Cc1cc(NCc2ccco2)n2c(nc3ccccc32)c1C#N | i | -20 | 15 | 7 | i | i | i | -0.1 | 0 | i | i
Cc1ccc(SCC(=O)OCC(=O)NC2(C#N)CCCCC2)cc1 | i | -25 | 1 | 1 | i | i | i | -0.2 | -3 | i | i
CN(CCOc1ccc(CC2SC(=O)NC2=O)cc1)c1ccccn1 (stereo unspecified) | i | . | 19&24 | 4&0 | i | i | i | -0.1&-0.3 | . | i | i
COc1ccc(S(=O)(=O)N/N=C(/C)c2ccncc2)cc1 | i | -29 | 5 | ? | i | i | i | -0.7 | 3 | i | i
Cc1ccc(SCC(=O)NC(=O)NCCC(C)C)c(C)c1 | i | -15 | -11 | 5 | i | i | i | -0.1 | 4 | i | i
Cc1ccnc(NC(=O)COC(=O)C23CC4CC(CC(C4)C2)C3)n1 | i | -24 | 0 | 0 | i | i | i | 0.0 | -3 | i | 35*
CC(C)C(=O)N1CCN(c2c(Cl)cccc2[N+](=O)[O-])CC1 | i | -9 | -1 | 6 | i | i | i | -0.1 | -2 | i | i
N#Cc1nc(-c2ccc(Cl)cc2)oc1NCCc1ccccn1 | i | -49 | -156 | 3 | i | i | i | 0.1 | 1 | i | i
Cc1cccc(NC(=O)CCNS(=O)(=O)c2cccc3nsnc23)c1 | i | -7 | 8 | -3 | i | i | i | 0.4 | -3 | i | i
Cc1nc(SCC(=O)c2ccc(F)cc2)c([N+](=O)[O-])[nH]1 | i | 4 | -27 | 9 | i | i | i | -0.6 | 3 | i | i
Cc1cc2nc(C)c(Cc3ccccc3)c(=O)n2[nH]1 | i | 13 | 12 | -4 | i | i | i | -0.4 | 1 | i | i
CCOc1ccccc1NC(=O)CCNC(=O)Cn1ccc2ccccc2c1=O | i | -17 | 6 | -2 | i | i | i | -1.7 | 6 | i | i
CSc1nsc(NC(=O)Cc2ccccc2)n1 | i | -44 | -85 | -1 | i | i | -6* | 1.5 | -2 | i | i
Cc1ccccc1OCCn1c(CCNC(=O)C(C)C)nc2ccccc21 | i | -8 | 0 | -8 | i | i | i | -0.2 | 0 | i | i
C=CCNC(=O)c1onc(CSc2cc(C)ccc2C)c1C(=O)O | i | -25 | 14 | 15 | i | i | i | 1.2 | -5 | i | i
c1ccc(N2CCN(c3cnc4ccccc4n3)CC2)cc1 | i | -143 | -77 | -3 | i | i | i | 1.9 | -4 | i | i
CC1(c2nnc(Cc3ccccc3)o2)CC(c2c(Cl)cccc2Cl)=NO1 (stereo unspecified) | i | . | 21 | -2 | i | i | i | 1.9 | . | i | i
COc1cc(-c2nc(-c3ccccc3)c(-c3cc([N+](=O)[O-])ccc3C)[nH]2)cc(OC)c1OC | i | 10 | 12 | 16 | i | i | i | -0.2 | 9 | i | i
O=[N+]([O-])c1ccc(Sc2cccc3cccnc23)c([N+](=O)[O-])c1 | i | -13 | -5 | . | i | i | i | 0.1 | 0 | i | i

Screening data: PubChem, several laboratories
